Bioassay records deposited in PubChem BioAssay by The Scripps Research Institute Molecular Screening Center.
FBW7 act – activators of human E3 ligase FBW7; Q969H0; AlphaScreen FBW7–phospho-cyclin E peptide binding, activator screen; normalized activity (activation), % at 26.1 µM; actives 0.13% (n = 650,000); in the data active = normalized activity above about 1.9%;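 also: purified mutant Fbw7 with reduced substrate affinity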
GPR151 activ – human GPR151 activation | PathHunter beta-arrestin GPR151 cells, luminescence | activation, % at 11.2 µM | actives 1% (n = 650,000) | Q8TDV0 | AID 1508602; in the data active = activation above about 4.9%;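 also: 0% = median of compound wells and 100% = cells with positive control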
Target sequence (Q8TDV0 whole entry, looked up): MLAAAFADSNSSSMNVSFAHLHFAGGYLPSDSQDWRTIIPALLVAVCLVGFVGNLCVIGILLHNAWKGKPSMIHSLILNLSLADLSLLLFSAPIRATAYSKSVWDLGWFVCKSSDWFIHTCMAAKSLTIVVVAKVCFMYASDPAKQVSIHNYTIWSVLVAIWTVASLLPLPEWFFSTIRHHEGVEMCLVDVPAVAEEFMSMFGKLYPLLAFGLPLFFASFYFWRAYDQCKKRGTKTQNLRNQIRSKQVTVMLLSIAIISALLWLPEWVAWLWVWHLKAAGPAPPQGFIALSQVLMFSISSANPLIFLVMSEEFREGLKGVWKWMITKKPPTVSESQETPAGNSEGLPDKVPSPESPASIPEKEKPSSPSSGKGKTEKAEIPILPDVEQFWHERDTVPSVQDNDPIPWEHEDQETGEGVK
MITF inh – blocks human microphthalmia-associated transcription factor; AlphaScreen MITF homodimerization, bead proximity signal; inhibition, % at 2.6 µM; actives 0.91% (n = 650,000); in the data active = inhibition above about 50%;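 also: 0% = vehicle wells with protein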
Target sequence (O75030 whole entry, looked up): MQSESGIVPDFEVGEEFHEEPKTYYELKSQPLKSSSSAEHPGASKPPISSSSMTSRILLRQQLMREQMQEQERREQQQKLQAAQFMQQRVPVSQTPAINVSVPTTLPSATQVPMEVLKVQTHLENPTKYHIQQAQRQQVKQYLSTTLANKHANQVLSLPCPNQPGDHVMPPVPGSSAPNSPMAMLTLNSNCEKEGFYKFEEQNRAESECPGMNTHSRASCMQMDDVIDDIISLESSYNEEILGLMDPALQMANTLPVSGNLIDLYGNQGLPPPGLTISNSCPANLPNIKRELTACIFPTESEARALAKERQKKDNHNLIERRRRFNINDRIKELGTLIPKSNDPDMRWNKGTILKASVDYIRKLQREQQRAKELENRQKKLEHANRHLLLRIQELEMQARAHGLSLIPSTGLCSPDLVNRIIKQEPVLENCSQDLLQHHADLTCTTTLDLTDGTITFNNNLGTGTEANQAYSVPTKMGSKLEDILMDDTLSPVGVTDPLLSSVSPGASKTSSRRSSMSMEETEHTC
TEAD-YAP block – TEAD-YAP interaction inhibition; HEK-TIYL cells, TEAD-Gal4/YAP UAS-luciferase luminescence; inhibition, % at 9.12 µM; actives 1.4% (n = 640,000); in the data active = inhibition above about 32%;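 also: 0% = median of test compound wells and 100% = reference inhibitor wells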
* marks the source's active call; other numbers are inactive results.

O=C1c2cc(Cl)c(Cl)cc2C(=O)N1CN1CCOCC1 was read as FBW7 act 0.0, GPR151 activ 0.0, MITF inh 12 and TEAD-YAP block 1.
For CCS(=O)(=O)N1Cc2ccccc2CC1C(=O)N1CCCSC1=Nc1ccccc1 (stereo unspecified) the results were FBW7 act 0.0, GPR151 activ 0.3, MITF inh 11 and TEAD-YAP block 4.
`COc1ccc([N+](=O)[O-])cc1NC(=O)c1cccc(F)c1` gave FBW7 act -0.1, GPR151 activ 0.3, MITF inh 7 and TEAD-YAP block -1.
`O=C(COc1ccc([N+](=O)[O-])c2cccnc12)N1CCCc2ccccc21` gave FBW7 act -0.6, GPR151 activ 1.6, MITF inh 10 and TEAD-YAP block -9.
Screening CCC(C)c1ccc(NS(=O)(=O)c2ccc(OC)cc2)cc1 (stereo unspecified) returned FBW7 act 0.3, GPR151 activ -0.6, MITF inh 12 and TEAD-YAP block -1.
For CSc1nnc(CNC(=O)c2ccc(C(C)(C)C)cc2)o1 the results were FBW7 act 0.0, GPR151 activ -1.1, MITF inh -21 and TEAD-YAP block -4.
Cc1cc(NC(=O)CSc2nc3ccccc3c(=O)[nH]2)no1 was read as FBW7 act -0.2, GPR151 activ 0.5, MITF inh 2 and TEAD-YAP block 55*.
For C=CCn1c(=N)n(CCOc2ccc(OC)cc2)c2ccccc21 the results were FBW7 act -0.1, GPR151 activ -0.5, MITF inh -8 and TEAD-YAP block -3.
Screening CC(=O)N1CCN(c2ccccc2NC(=O)c2ccc(-c3cccc([N+](=O)[O-])c3)o2)CC1 returned FBW7 act -0.1, GPR151 activ 0.2, MITF inh 19 and TEAD-YAP block -2.
For Cn1ncc(N)c1C(=O)Nc1cccc(C(F)(F)F)c1 the results were FBW7 act 0.3, GPR151 activ 1.5, MITF inh -12 and TEAD-YAP block -1.
Screening CCc1ccc(NC(=O)c2ccc3c(=O)n4c(nc3c2)CCCCC4)cc1 returned FBW7 act -0.2, GPR151 activ -0.2, MITF inh 7 and TEAD-YAP block 9.
Screening Cc1ccc(C)c(N2C(=O)C3C(c4ccccc4)C=CC(c4ccccc4)C3C2=O)c1 (stereo unspecified) returned FBW7 act 0.1, GPR151 activ 2.1, MITF inh -1 and TEAD-YAP block 0.

Sorted by SMILES length (smallest number first): some entries from above.
For Cn1ncc(N)c1C(=O)Nc1cccc(C(F)(F)F)c1 the results were FBW7 act 0.3, GPR151 activ 1.5, MITF inh -12 and TEAD-YAP block -1.
O=C1c2cc(Cl)c(Cl)cc2C(=O)N1CN1CCOCC1 was read as FBW7 act 0.0, GPR151 activ 0.0, MITF inh 12 and TEAD-YAP block 1.
Screening CCC(C)c1ccc(NS(=O)(=O)c2ccc(OC)cc2)cc1 (stereo unspecified) returned FBW7 act 0.3, GPR151 activ -0.6, MITF inh 12 and TEAD-YAP block -1.
Cc1cc(NC(=O)CSc2nc3ccccc3c(=O)[nH]2)no1 was read as FBW7 act -0.2, GPR151 activ 0.5, MITF inh 2 and TEAD-YAP block 55*.
`COc1ccc([N+](=O)[O-])cc1NC(=O)c1cccc(F)c1` gave FBW7 act -0.1, GPR151 activ 0.3, MITF inh 7 and TEAD-YAP block -1.
Screening CCc1ccc(NC(=O)c2ccc3c(=O)n4c(nc3c2)CCCCC4)cc1 returned FBW7 act -0.2, GPR151 activ -0.2, MITF inh 7 and TEAD-YAP block 9.
For CCS(=O)(=O)N1Cc2ccccc2CC1C(=O)N1CCCSC1=Nc1ccccc1 (stereo unspecified) the results were FBW7 act 0.0, GPR151 activ 0.3, MITF inh 11 and TEAD-YAP block 4.
`O=C(COc1ccc([N+](=O)[O-])c2cccnc12)N1CCCc2ccccc21` gave FBW7 act -0.6, GPR151 activ 1.6, MITF inh 10 and TEAD-YAP block -9.
Screening Cc1ccc(C)c(N2C(=O)C3C(c4ccccc4)C=CC(c4ccccc4)C3C2=O)c1 (stereo unspecified) returned FBW7 act 0.1, GPR151 activ 2.1, MITF inh -1 and TEAD-YAP block 0.
Screening CC(=O)N1CCN(c2ccccc2NC(=O)c2ccc(-c3cccc([N+](=O)[O-])c3)o2)CC1 returned FBW7 act -0.1, GPR151 activ 0.2, MITF inh 19 and TEAD-YAP block -2.

Carrying on.
`O=C(NCCc1ccccc1)c1cc(-c2ccccc2)n[nH]1` gave FBW7 act 0.1, GPR151 activ -1.5, MITF inh -2 and TEAD-YAP block -32.
`Cc1ccc2nc(C)c(-c3[nH]ncc3Br)n2c1` gave FBW7 act 0.1, GPR151 activ 0.3, MITF inh 9 and TEAD-YAP block -5.
`O=C(Nc1ccc(I)cc1)c1cccc(S(=O)(=O)N2CCCCC2)c1` gave FBW7 act -0.1, GPR151 activ -1.2, MITF inh 2 and TEAD-YAP block -13.
For COc1cc(OC)c(NC(=O)CSc2nc3[nH]ncc3c(=O)n2-c2ccc(Cl)cc2Cl)cc1Cl the results were FBW7 act -0.1, GPR151 activ 1.6, MITF inh -1 and TEAD-YAP block 7.
Screening COC(=O)c1ccccc1Nc1ccnc2cc(Cl)ccc12 returned FBW7 act -0.1, GPR151 activ -0.2, MITF inh 0 and TEAD-YAP block 11.
`COc1ccc(CC(=O)NNC(=O)NCc2ccco2)cc1` gave FBW7 act -0.1, GPR151 activ -0.4, MITF inh -1 and TEAD-YAP block -7.
For CCOC(=O)C1CCN(C(=O)c2ccc(Cl)cc2[N+](=O)[O-])CC1 the results were FBW7 act 0.2, GPR151 activ -0.1, MITF inh -1 and TEAD-YAP block -8.
Screening COc1cc(C2CC(=O)NC3=C2C(=O)CC(c2ccc(F)cc2)C3)cc([N+](=O)[O-])c1O (stereo unspecified) returned FBW7 act -0.2, GPR151 activ 1.5, MITF inh 10 and TEAD-YAP block 4.
`O=C(CSc1nc2ccccc2[nH]1)C1CC1` gave FBW7 act 0.8, GPR151 activ -1.4, MITF inh 21 and TEAD-YAP block -32.
COc1ccc(N2CCN(C(=O)COc3ccc(Cl)cc3Cl)CC2)nn1 was read as FBW7 act 0.1, GPR151 activ 0.9, MITF inh 3 and TEAD-YAP block -5.
`CC(=O)c1ccc(NC(=O)Cn2cnc3c(cnn3-c3ccc(C)cc3)c2=O)cc1` gave FBW7 act 0.1, GPR151 activ 1.4, MITF inh -27 and TEAD-YAP block 10.
CCCN1CCN(CCCNC(=O)c2cn(C)c(=O)c3c2c2ccccc2n3C)CC1 was read as FBW7 act -0.1, GPR151 activ -0.6, MITF inh -8 and TEAD-YAP block -4.
`C/C(CC(=O)Nc1ccc2c(c1)OCCO2)=N\NC(=O)c1cccc(F)c1` gave FBW7 act 0.0, GPR151 activ -2.5, MITF inh -1 and TEAD-YAP block -21.
CCCCN(C)c1nnc(NC(=O)Nc2cc(C)ccc2OC)s1 was read as FBW7 act 0.0, GPR151 activ -1.7, MITF inh 1 and TEAD-YAP block -6.
`CCOC(=O)C1=C(c2ccccc2)OC(N)=C(C#N)C1c1ccc(F)cc1` (stereo unspecified) gave FBW7 act 0.2, GPR151 activ 0.8, MITF inh 6 and TEAD-YAP block 7.
For CC1(C)CC(=O)C2=C(C1)N(c1cc(C(F)(F)F)ccc1Cl)C(N)=C(C#N)C2c1ccc(Cl)cc1 (stereo unspecified) the results were FBW7 act -0.1, GPR151 activ 0.2, MITF inh 5 and TEAD-YAP block -3.
For C/C=C/C(=O)OCC(=O)Nc1nc2c(F)c(F)c(F)cc2s1 the results were FBW7 act 0.0, GPR151 activ 0.8, MITF inh 0 and TEAD-YAP block -4.
Screening Cc1ccccc1NC(=O)NCCCN1CCN(c2cccc(Cl)c2)CC1 returned FBW7 act 0.0, GPR151 activ 0.0, MITF inh 9 and TEAD-YAP block 4.
Cc1ncc(CO)c2cc(-c3nnc(NCc4ccco4)s3)c(=O)oc12 was read as FBW7 act 0.0, GPR151 activ -0.9, MITF inh -10 and TEAD-YAP block -2.
For CN1CCCN(C(=O)c2nc3sccn3c2CN2CCCCCC2)CC1 the results were FBW7 act 0.3, GPR151 activ -1.7, MITF inh -8 and TEAD-YAP block -11.
For NC(=O)CSc1nnc2c3c4c(sc3nc(C3CC3)n12)CCCC4 the results were FBW7 act -0.1, GPR151 activ 1.3, MITF inh 7 and TEAD-YAP block 6.
Cc1ccc(NC(=O)/C(=C\c2ccc3c(c2)OCO3)NC(=O)c2ccccc2Cl)cc1Cl was read as FBW7 act -0.1, GPR151 activ 0.3, MITF inh -4 and TEAD-YAP block -14.
CCOC(=O)c1oc2ccccc2c1NC(=O)c1cccc([N+](=O)[O-])c1 was read as FBW7 act -0.1, GPR151 activ 3.2, MITF inh -10 and TEAD-YAP block 2.
O=C(Nc1nc2ccccc2s1)c1ccc(Br)o1 was read as FBW7 act -0.1, GPR151 activ -6.0, MITF inh -3 and TEAD-YAP block -48.
For Cc1ccc(S(=O)(=O)C2(C(=O)NCc3ccccc3)CC2)cc1 the results were FBW7 act -0.3, GPR151 activ -0.5, MITF inh -9 and TEAD-YAP block -2.
`C/C(=N\Nc1ccc([N+](=O)[O-])cc1[N+](=O)[O-])C1(O)CCCCC1` gave FBW7 act 0.0, GPR151 activ 1.0, MITF inh 18 and TEAD-YAP block 6.
Screening COc1ccc(NC(=O)CSc2nnc(NC(=O)C3CCC3)s2)cc1 returned FBW7 act 0.1, GPR151 activ -0.1, MITF inh 4 and TEAD-YAP block 1.
`COc1ccc(-n2nc(C(=O)NCC(=O)Nc3ccc4c(c3)OCO4)c3ccccc3c2=O)cc1` gave FBW7 act -1.0, GPR151 activ -0.1, MITF inh -1 and TEAD-YAP block -9.
Screening CCC(CC)C(=O)N1CCN(c2ccccc2F)CC1 returned FBW7 act -0.1, GPR151 activ 0.2, MITF inh -2 and TEAD-YAP block 1.
For CCOC(=O)CC1=C(C(=O)OCC)C(c2ccccc2F)C(C#N)=C(N)O1 (stereo unspecified) the results were FBW7 act 0.1, GPR151 activ -0.4, MITF inh -11 and TEAD-YAP block 3.
For Cc1ccc(C(=O)CSc2nnc3ccccn23)c(C)c1 the results were FBW7 act 0.1, GPR151 activ -1.1, MITF inh -13 and TEAD-YAP block -14.
`CC(C)(C)C(=O)NC(Cc1c[nH]c2ccccc12)C(=O)O` (stereo unspecified) gave FBW7 act 0.0, GPR151 activ 0.5, MITF inh -4 and TEAD-YAP block -6.
Screening CCC(=O)NC(=S)Nc1ccc(N2CCOCC2)cc1 returned FBW7 act 0.1, GPR151 activ -0.9, MITF inh 4 and TEAD-YAP block -26.
Screening Cc1cccc(OCC(=O)N(C)c2ccccc2)c1 returned FBW7 act 0.5, GPR151 activ -0.8, MITF inh 19 and TEAD-YAP block -7.
Screening COc1ccccc1CNC(=O)c1ccc([N+](=O)[O-])o1 returned FBW7 act -0.2, GPR151 activ 1.2, MITF inh -2 and TEAD-YAP block 12.
For CCN(CC)CCNC(=O)c1nc(-c2cccnc2)no1 the results were FBW7 act 0.0, GPR151 activ -0.2, MITF inh 2 and TEAD-YAP block -1.
`Cc1ccc(N2C(=O)NC(=O)/C(=C/c3cccc(OCC(=O)O)c3)C2=O)cc1` gave FBW7 act 0.1, GPR151 activ -0.3, MITF inh 23 and TEAD-YAP block 8.
c1ccc(CCN2CN=C(Nc3nc4ccccc4o3)NC2)cc1 was read as FBW7 act 0.0, GPR151 activ 0.3, MITF inh -4 and TEAD-YAP block -27.
Screening CC(=O)C(C(=O)Nc1ccc(F)cc1)C(c1cccc2ccccc12)C(C#N)C#N (stereo unspecified) returned FBW7 act 0.0, GPR151 activ 1.0, MITF inh 21 and TEAD-YAP block -1.
`C=CCNC(=O)Cn1c(=S)[nH]c2ccccc2c1=O` gave FBW7 act 0.1, GPR151 activ 0.7, MITF inh 19 and TEAD-YAP block 4.
CCOC(=O)c1c(NC(=O)CSc2ncnc3sc4c(c23)CCCC4)sc(C)c1C was read as FBW7 act 0.0, GPR151 activ -1.2, MITF inh -9 and TEAD-YAP block -1.
For O=C1CCCN1CCCN1C(=O)CC[C@@H]2CN(Cc3cc4ccccc4s3)CC[C@@H]21 the results were FBW7 act -0.1, GPR151 activ 2.7, MITF inh -15 and TEAD-YAP block 6.
`CCOc1cc(/C=C2\SC(=S)N(C(CC(=O)O)C(=O)O)C2=O)ccc1O` (stereo unspecified) gave FBW7 act 0.4, GPR151 activ -1.1, MITF inh 14 and TEAD-YAP block -4.
For COc1ccccc1C(=O)Nc1cccc(N2CCC(NCCSC)CC2)c1 the results were FBW7 act -0.1, GPR151 activ -0.7, MITF inh 12 and TEAD-YAP block 47*.
Cc1cc2nc3[nH]c4ccccc4c3nc2cc1C was read as FBW7 act 0.0, GPR151 activ -0.2, MITF inh 4 and TEAD-YAP block -33.
`FC(F)(F)c1ccc(Cn2cnc3c(NCc4cccc(C(F)(F)F)c4)nc(-c4ccc(N5CCOCC5)nc4)nc32)cc1` gave FBW7 act 0.1, GPR151 activ -0.2, MITF inh -18 and TEAD-YAP block 7.
Cc1ccnc(N2C(=O)c3oc4ccc(F)cc4c(=O)c3C2c2ccccn2)c1 (stereo unspecified) was read as FBW7 act 0.4, GPR151 activ -1.2, MITF inh 7 and TEAD-YAP block 1.
For O=[N+]([O-])c1cc(N=Cc2nc(-c3cccc4ccccc34)oc2O)ccc1Cl the results were FBW7 act 0.1, GPR151 activ 0.0, MITF inh -9 and TEAD-YAP block -2.
CC1=C(C(=O)Nc2cc(C)ccn2)C(c2ccc(C)cc2)C2=C(CC(C)(C)CC2=O)N1 (stereo unspecified) was read as FBW7 act 0.1, GPR151 activ 0.2, MITF inh 11 and TEAD-YAP block 7.
`O=C(c1ccccc1)N1C(=O)c2ccccc2C1=O` gave FBW7 act 2.5*, GPR151 activ 0.6, MITF inh 26 and TEAD-YAP block -4.
